Screening data from PubChem.
Pin1 inh: blocks the human prolyl isomerase Pin1. Q13526. Pin1 FP peptide displacement, HiFluor488, 10 min. Potency, µM (highest dose often 115 µM), for the others: top-dose activity, negative = inhibition, hits mostly inhibitors. 0.009% of 390,000 active. AID 504891; active means well fitted inhibition curve with a large enough effect in the polarisation, with a control signal flat, not every such curve was filed as active; inconclusive means small, poorly fitted or top-dose-only effect, or effect the other way, or a change in a side signal; inactive means no such curve, though single readings can be large or run the other way; the % refers to the polarisation; further: on the % scale 0 is the no-effect control and ±100 the full control effect
Target sequence (Q13526 whole entry, looked up): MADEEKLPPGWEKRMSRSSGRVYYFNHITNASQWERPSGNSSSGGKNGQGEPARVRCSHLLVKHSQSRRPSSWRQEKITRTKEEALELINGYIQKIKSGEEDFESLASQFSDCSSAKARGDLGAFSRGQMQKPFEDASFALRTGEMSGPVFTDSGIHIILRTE
HP1b chromo inh: inhibitors of HP1-beta chromodomain binding to methylated histone tails | Potency, µM (top dose mostly 114 µM), for inactives: at the top dose activity change, negative = inhibition, most hits filed as inhibitors | 0.56% of 390,000 active | P83916 | AlphaScreen HP1-beta / biotin-H3K9me3 peptide binding | AID 540317; further: nearly all actives have a fitted effect of over 70% in size; inactives centre near 23
Target sequence (P83916 whole entry, looked up): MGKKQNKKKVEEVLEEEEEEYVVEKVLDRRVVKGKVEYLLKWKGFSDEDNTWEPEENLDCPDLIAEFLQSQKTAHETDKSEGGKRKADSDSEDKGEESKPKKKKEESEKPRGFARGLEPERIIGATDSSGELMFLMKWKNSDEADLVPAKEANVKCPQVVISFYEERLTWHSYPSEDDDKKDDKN
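HP1-beta protein (50 nM final) preincubated 30 min at room temperature with biotinylated H3(1-18)K9me3 peptide (50 nM) in PBS pH 7.4, 0.01% Tween-20, then compound added for 30 min. AlphaScreen streptavidin donor/nickel chelate acceptor beads (10 ug/mL final), 30 min dark, luminescence read.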
GLS inh: inhibitors of human glutaminase (GLS); O94925; GLS enzymatic activity, qHTS titration; Potency, µM (doses to about 45.5 µM), inactives show at the highest dose activity change, negative = inhibition, hits mostly inhibitors; 0.21% of 410,000 active; further: on the % scale 0 is the no-effect control and ±100 the full control effect
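Human kidney-isoform GLS in 45 mM KH2PO4 pH 8.2, 0.02% Tween-20, with compound, started with 1mM L-Glutamine (added stock). Glutamate oxidase/HRP/Amplex red coupled fluorescence read at start and after 30 min at RT.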
JMJD2A Tudor: blocks the human JMJD2A Tudor domain. AlphaScreen JMJD2A-Tudor / H3K4me3 peptide binding. Potency, µM (doses to about 114 µM), for the others: at the top dose activity change, negative = inhibition, most hits filed as inhibitors. 4.4% of 390,000 active; further: on the % scale 0 is the no-effect control and ±100 the full control effect; nearly all actives have a fitted effect of over 50% in size
ALOX12 inh: inhibitors of human 12S-lipoxygenase ALOX12; P18054; purified 12hLO, xylenol orange hydroperoxide absorbance; Potency, µM (top dose mostly 108 µM), for inactives: at the top dose activity change, negative = inhibition, actives largely listed as inhibitors; 1.1% of 580,000 active; further: on the % scale 0 is the no-effect control and ±100 the full control effect
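Purified human 12hLO (150 nM final) in 25 mM Hepes, 0.01% Triton X-100, pH 7.0 was preincubated 15 min at room temperature with compound. Then 40 uM arachidonic acid was added, 30 min. Hydroperoxide was read by Fe-XO absorbance ratio 573/405 nm.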
RGS4 inhibitor: blocks human RGS4-accelerated GTP hydrolysis; P49798; Potency, µM (top dose mostly 114 µM), for inactives: at the highest dose activity change, negative = inhibition, usual class: inhibitors; Transcreener GDP fluorescence polarization, RGS4-accelerated GTP hydrolysis; AID 504845; 0.039% of 390,000 active; further: on the % scale 0 is the no-effect control and ±100 the full control effect; nearly all actives have a fitted effect of over 75% in size; some results filed as inactive show a strong effect at the top dose
Target sequence (P49798 whole entry, looked up): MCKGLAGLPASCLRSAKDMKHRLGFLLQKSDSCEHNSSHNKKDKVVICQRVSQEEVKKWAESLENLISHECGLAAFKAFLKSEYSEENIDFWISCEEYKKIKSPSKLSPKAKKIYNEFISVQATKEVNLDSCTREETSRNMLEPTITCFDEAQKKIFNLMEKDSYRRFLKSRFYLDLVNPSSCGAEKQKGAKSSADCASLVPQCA
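MLSMR compounds (23 nl, pin-transferred) preincubated 10 min at room temperature with a 500nM (2x) first reagent, then RGS4 at 900nM (2x) plus Transcreener GDP mix added; fluorescence polarization (620/688 nm) read before and after 90 min at 30 °C.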
rTrxR1 inhibitor: rat TrxR1 inhibition | Potency, µM (highest dose often 114 µM), for inactives: at the top dose activity change, negative = inhibition, hits mostly inhibitors | 1% of 390,000 active | recombinant rTrxR1, NADPH fluorescence consumption, selenite substrate | O89049; further: on the % scale 0 is the no-effect control and ±100 the full control effect; nearly all actives have a fitted effect of over 65% in size
Target sequence (O89049 whole entry, looked up): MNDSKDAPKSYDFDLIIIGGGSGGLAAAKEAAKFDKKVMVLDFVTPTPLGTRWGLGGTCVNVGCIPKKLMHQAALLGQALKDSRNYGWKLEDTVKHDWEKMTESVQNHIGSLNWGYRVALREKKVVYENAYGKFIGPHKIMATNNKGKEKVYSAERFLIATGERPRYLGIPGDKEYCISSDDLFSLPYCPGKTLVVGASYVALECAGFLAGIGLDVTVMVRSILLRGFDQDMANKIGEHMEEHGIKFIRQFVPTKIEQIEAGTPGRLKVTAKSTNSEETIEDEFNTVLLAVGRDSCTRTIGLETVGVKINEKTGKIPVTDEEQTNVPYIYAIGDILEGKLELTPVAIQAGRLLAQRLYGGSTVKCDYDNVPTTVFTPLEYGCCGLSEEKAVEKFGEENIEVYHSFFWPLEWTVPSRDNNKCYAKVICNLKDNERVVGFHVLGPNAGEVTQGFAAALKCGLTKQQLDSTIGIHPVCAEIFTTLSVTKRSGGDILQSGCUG
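Rat TrxR1 (90 nM in the dispensed reagent) was pre-reduced with 400 uM NADPH for 5 min at room temperature, then incubated with compound for 15 min. After 400 uM selenite was added, NADPH fluorescence (Ex 340/Em 450 nm) was followed for 8 min.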
Tb PGK inh: T. brucei PGK inhibition. PGK/GAPDH coupled, Kinase-Glo luminescence, 60 min. Potency, µM (series often up to 57.5 µM), without a hit: top-dose activity change, negative = inhibition, usual class: inhibitors. 0.043% of 380,000 active; further: on the % scale 0 is the no-effect control and ±100 the full control effect; nearly all actives have a fitted effect of over 60% in size
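Recombinant glycosomal PGK reaction used 1,3-bisphosphoglycerate generated in-well by GAPDH (100nM final) in 100mM TEA pH 7.6, 5mM MgCl2, 0.01% Tween-20. After 60 minutes at room temperature, ATP was read by Kinase-Glo Plus luminescence end-point.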
ERG-DNA inh: inhibitors of human ERG Ets domain-DNA interaction; P11308; fluorescence polarization, His-ERG Ets domain / labelled DNA; Potency, µM (series often up to 76.9 µM), inactives show at the top dose FP activity, negative = inhibition, usual class: inhibitors; 0.028% of 370,000 active; active means well fitted inhibition curve with a large enough effect in the polarisation, with a control signal flat; inconclusive means small, poorly fitted or top-dose-only effect, or effect the other way, or a change in a side signal; inactive means no such curve, though single readings can be large or run the other way; the % refers to the polarisation;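 further: polarization taken with two DNA probes labelled with fluorescein and Texas red; % of control where 0% means no effect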
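His-tagged ERG Ets domain (1 uM in the protein solution; 300mM KCl, 50mM Tris-HCl, 1mM EDTA, 1mM DTT, pH 7.5) received compound, then a probe mix of 5 nM fluorescein-DNA and 100nM Texas-615-DNA. Fluorescence polarization was read for both dyes.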
Active calls of the source: *; i = inactive; u = inconclusive; x = no result given; & = joins results of further samples; ! = a repeat was not active; [ ] = remark or other dose. Unless noted, the call rests on the fitted dose curve; in most records, active means well fitted curve in the direction sought with a large enough effect; inconclusive means small, poorly fitted or top-dose-only effect, or another doubt; inactive means no such curve, though single readings can be large; an effect the other way counts as inactive or inconclusive. Potency means the concentration at half of the fitted maximal effect. Only part of the results is shown; count on the stated rates, not on these rows.

The first two records as a preview:
nr | Molecule | HP1b chromo inh | ALOX12 inh | JMJD2A Tudor | rTrxR1 inhibitor | RGS4 inhibitor
1 | CCN(CC)CCNC(=O)CSc1nc2nc(C)c(Cc3ccccc3)c(C)n2n1 | 32% | -3% | -2% | 24% | -14%
2 | COc1cc([N+](=O)[O-])cc(/C=N/NC(=O)c2cc(-c3ccccc3)nc3ccccc23)c1O | 30% | -5% | 79µM* | 12%[57.1 µM] | -10%[56.9 µM]

nr | GLS inh | Tb PGK inh | Pin1 inh | ERG-DNA inh
1 | 2% | -6% | -2% | 0%
2 | -1% | -8% | 30%[activator] | 12%

Main list, repeating the preview:
nr | Molecule | HP1b chromo inh | ALOX12 inh | JMJD2A Tudor | rTrxR1 inhibitor | RGS4 inhibitor
1 | CCN(CC)CCNC(=O)CSc1nc2nc(C)c(Cc3ccccc3)c(C)n2n1 | 32% | -3% | -2% | 24% | -14%
2 | COc1cc([N+](=O)[O-])cc(/C=N/NC(=O)c2cc(-c3ccccc3)nc3ccccc23)c1O | 30% | -5% | 79µM* | 12%[57.1 µM] | -10%[56.9 µM]
3 | CC(C)OCCCN1CN(S(=O)(=O)c2cccc(Cl)c2)c2nc3ccccc3nc21 | 26% | u | -25% | -8% | 1%
4 | CCN(CC1CCCO1)C(=O)c1cc(COc2ccccc2SC)on1 (stereo unspecified) | 28% | 306%[activator] | -15% | -11% | 7%
5 | c1ccc(-n2c(Cc3cccnc3)nc3cnccc32)cc1 | 25% | 4% | 3% | -10% | 40%
6 | S=C1NC2(CCCC2)N=C1c1ccccc1 | 14%[57 µM] | -24% | -25% | -11% | 2%
7 | CCCCN(C(=O)c1ccc(-c2ccc(Cl)cc2)o1)c1c(N)n(CCC)c(=O)[nH]c1=O | 31% | 16µM*! | -9% | u | 11%
8 | O=[N+]([O-])c1ccc(N2CCOCC2)cc1NC(c1ccccc1)c1ccccc1 | -15% | -3% | u | 2% | -10%
9 | CCOC(=O)NC(=O)/C(C#N)=C\Nc1ccc(Cl)cc1Cl | 18% | u | 1% | -5%[57.1 µM] | 9%
10 | CCCCNC(=O)c1onc(CCl)c1C(=O)OC | 46%[activator] | -3% | -3% | -26% | 3%
11 | CC(=O)c1ccc(NC(=O)CSc2cn[nH]n2)cc1 | 42%[activator] | -11% | 3% | 22% | 3%
12 | O=C(O)CSc1nnc(Cn2nnc3ccccc32)n1CCc1ccccc1 | 40%[activator] | 2% | -17%[57.1 µM] | -10% | 13%[56.9 µM]

nr | GLS inh | Tb PGK inh | Pin1 inh | ERG-DNA inh
1 | 2% | -6% | -2% | 0%
2 | -1% | -8% | 30%[activator] | 12%
3 | 12% | 3% | 30% | 0%
4 | -1% | -7% | 2% | -7%
5 | 4% | 0% | -4% | -1%
6 | -2% | -2% | 2% | 0%
7 | 0% | -8% | 28% | 0%
8 | 1% | 0% | -7% | -12%
9 | 15% | -3% | 1% | -2%
10 | -10% | i | 7% | -13%
11 | -31% | i | 0% | -2%
12 | 33%[activator] | -10% | -1% | -13%

Carrying on:
nr | Molecule | HP1b chromo inh | ALOX12 inh | JMJD2A Tudor | rTrxR1 inhibitor | RGS4 inhibitor
13 | COc1cc(O)c2c(c1)OC(c1ccc(O)cc1)CC2=O (stereo unspecified) | 74%[activator] | u | -23% | -11% | -45%
14 | O=C(c1ccc(NS(=O)(=O)/C=C/c2ccccc2)cc1)N1CCCCC1 | -10% | -22% | -20% | -9%[57.1 µM] | -5%
15 | Cc1ccc(C(=O)ONc2ccc(N=O)cc2)cc1 | 15% | 0% | -13% | u | 10%
16 | CCc1nnc(NC(=O)CSc2nnc(C(C)NC(=O)c3ccccc3)n2C)s1 (stereo unspecified) | 20% | 0% | -3% | 24% | 1%
17 | CC1(OC(=O)CCc2ccccc2)C(=O)C=C2C=C(c3ccc(C#N)cc3)N(C(CO)CO)C=C2C1=O (stereo unspecified) | 27% | u | -18% | -8%[57.1 µM] | -39%
18 | O=C1C=C(c2ccc3c(c2)OCO3)CCC1 | 25% | 15% | -9% | 11%[57.1 µM] | 3%
19 | CC(/C=N/NC(=O)Cc1cccs1)=C\c1ccco1 | 23% | u | -14% | u | -28%
20 | COc1ccc(NC(=O)CCc2nnc3ccc(NCc4ccco4)nn23)cc1OC | 33% | 2% | -30% | u | -1%
21 | COc1ccc(NC(=S)NNc2ccc(C(=O)O)cc2)cc1 | u | -21% | -33% | 6% | u
22 | COc1ccc(C(=O)N(C)CC(=O)Nc2cccc(F)c2)cc1S(=O)(=O)NC1CCCC1 | 13% | u | -9% | 11% | -4%
23 | CNCc1sccc1C | 28% | 10% | -8% | 23%[57.1 µM] | -28%
24 | Cc1ccc(C(C)C)c(OCCNS(C)(=O)=O)c1 | 24% | 0% | -8% | -6% | -23%

nr | GLS inh | Tb PGK inh | Pin1 inh | ERG-DNA inh
13 | 11% | 6% | u | 3%
14 | 5% | 0% | 5% | 3%
15 | 30% | u | -4% | 10%
16 | -3% | -10% | 0% | 0%
17 | -2% | 10% | u | 2%
18 | 0% | 7% | 1% | 13%
19 | x | -8% | 6% | -15%
20 | -13% | 7% | u | 0%
21 | 45%[activator] | 1% | 3% | -2%
22 | 0% | -1% | 0% | 2%
23 | -1% | -6% | 2% | 10%
24 | 8% | -5% | u | -7%

Overlap with the part before: 3 compounds; new compounds follow.
nr | Molecule | HP1b chromo inh | ALOX12 inh | JMJD2A Tudor | rTrxR1 inhibitor | RGS4 inhibitor
22 | COc1ccc(C(=O)N(C)CC(=O)Nc2cccc(F)c2)cc1S(=O)(=O)NC1CCCC1 | 13% | u | -9% | 11% | -4%
23 | CNCc1sccc1C | 28% | 10% | -8% | 23%[57.1 µM] | -28%
24 | Cc1ccc(C(C)C)c(OCCNS(C)(=O)=O)c1 | 24% | 0% | -8% | -6% | -23%
25 | CC(C(=O)N1CCCCCC1)c1ccc([N+](=O)[O-])cc1 (stereo unspecified) | 26% | -10% | -14% | -4% | -14%
26 | Cc1ccc(Cc2c(C)nc3nc(SCC(=O)NCc4ccco4)nn3c2C)cc1 | -1% | -10% | -34% | -16% | -4%
27 | O=C(Nc1ccccc1)N1CCN(c2ccc(F)cc2)CC1 | 49%[activator] | 27% | 4% | 1% | -45%
28 | Cc1nc(-c2ccccc2)sc1C(=O)Nc1ccccc1F | 63%[activator] | 0% | 34% | 7%[57.1 µM] | -20%
29 | O=C(COc1ccc(Cl)cc1)NCCS(=O)(=O)N1CCN(c2ccc(F)cc2)CC1 | 54%[activator] | 19% | -11% | 1% | 12%[56.9 µM]
30 | CCN(C[C@H]1N[C@@](Cc2ccccc2)(C(=O)OC)[C@H]2C(=O)N(C)C(=O)[C@@H]12)C(=O)c1ccc(F)cc1 | 37% | -10% | -9% | 12% | 10%
31 | Cn1c(=O)c2c(ncn2CC(=O)OCC(=O)c2ccc(Cl)cc2)n(C)c1=O | 30% | u | -6% | -4% | -4%
32 | Cn1c(=O)oc2ccc(C(=O)CSc3nnnn3-c3ccccc3)cc21 | 20% | -17% | -12% | 4%[57.1 µM] | 11%
33 | Cc1nc(-c2ccc(Cl)cc2)sc1CCNC(=O)c1ccc(C(F)(F)F)cc1 | 10%[57 µM] | -20% | -6% | 12%[57.1 µM] | -21%
34 | CCOC(=O)c1ccc(N2C(=O)C3C(/C=C/c4ccccc4)OC4(C(=O)c5ccccc5C4=O)C3C2=O)cc1 (stereo unspecified) | 14% | 7% | u | 35% | -10%
35 | O=C(CN1C(=O)/C(=C\c2cccc(Br)c2)Oc2ccccc21)NCC1CCCO1 (stereo unspecified) | 45%[activator] | -3% | 5% | 16% | -18%
36 | COc1ccc(C)cc1N1C(=N)/C(=C2/Nc3ccccc3S2)C(c2ccccc2)C1=O (stereo unspecified) | u | -18% | u | 12% | -13%

nr | GLS inh | Tb PGK inh | Pin1 inh | ERG-DNA inh
22 | 0% | -1% | 0% | 2%
23 | -1% | -6% | 2% | 10%
24 | 8% | -5% | u | -7%
25 | 6% | -2% | 1% | 4%
26 | -9% | -11% | 1% | 4%
27 | 37%[activator] | 3% | -7% | -4%
28 | 2% | -9% | 0% | -8%
29 | 5% | -8% | -3% | -7%
30 | -1% | 10% | -8% | 3%
31 | 5% | -3% | -1% | x
32 | 3% | -8% | 18% | -6%
33 | -6% | -4% | 2% | -3%
34 | 1% | -8% | 10% | 15%
35 | 0% | -8% | 4% | 1%
36 | 1% | 6% | -4% | 3%

(further entries)
nr | Molecule | HP1b chromo inh | ALOX12 inh | JMJD2A Tudor | rTrxR1 inhibitor | RGS4 inhibitor
37 | CCCCOc1ccc(N(CC(=O)NC(C)C)C(=O)CCC(=O)Nc2ccccn2)cc1 | u | -3% | -32% | 11%[11.4 µM] | -48%
38 | C/C=C/C(O)c1ccc2ccccc2c1 (stereo unspecified) | 47%[activator] | x | 6% | -4% | 13%
39 | C#CCNC(=O)C1=C[C@@H](c2ccc(C(F)(F)F)cc2)C[C@@H](OCCCCO)O1 | 38% | u | -11% | -35% | -4%
40 | O=S(=O)(c1ccc2c(c1)OCCO2)N1CCCN(S(=O)(=O)c2c(F)cccc2F)CC1 | 33% | -2% | -14%&-4% | 18%[57.1 µM] | -9%

nr | GLS inh | Tb PGK inh | Pin1 inh | ERG-DNA inh
37 | 4% | i | -9% | -5%
38 | x | x | 8% | x
39 | -6% | -9% | 11% | -3%
40 | -4% | -3% | 8%&10% | x
